POLH inh = inhibitors of human DNA polymerase eta | actives 1.2% (n = 390,000) | recombinant Pol eta, fluorescent DNA replication assay | Q9Y253 | Potency, µM (highest dose often 114 µM), without a hit: at the highest dose activity change, negative = inhibition, hits mostly inhibitors; also: % is scaled to controls: 0 for no effect and ±100 for the full control effect
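Fluorescent replication assay: 50 nM final substrate added after a 15 min room-temperature compound preincubation with 10 nM enzyme. Signal taken at 0 min and again at 10 min.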
G9a inh = G9a (human) methyltransferase inhibition; Q96KQ7; Potency, µM (titrated, usually from 102 µM), without a hit: at the top dose activity, negative = inhibition, hits mostly inhibitors; actives 8.8% (n = 350,000); G9a H3K9 monomethylation, AlphaScreen, 2 h; also: % is scaled to controls: 0 for no effect and ±100 for the full control effect; nearly all actives have a fitted effect of over 75% in size
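Using a bead-based AlphaScreen, monomethylated H3K9 product from 2 h room-temperature reactions (G9a 20 nM, peptide 500 nM, SAM 20 uM) was detected with 0.5 ug/mL rabbit anti-H3K9me1 antibody.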
APE1 inh = blocks human APE1 abasic DNA cleavage; recombinant APE1, TAMRA/BHQ-2 abasic DNA cleavage fluorescence; P27695; Potency, µM (doses to about 65.8 µM), without a hit: top-dose activity change, negative = inhibition, most hits filed as inhibitors; actives 0.35% (n = 350,000); AID 2517;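 also: plate controls were vehicle for no effect and reference inhibitor for full effect; nearly all actives have a fitted effect of over 55% in size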
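Endonuclease cleavage of a quenched abasic-site DNA duplex (50 nM) by APE1 (0.75 nM) was tracked by TAMRA dequenching. Compounds were preincubated with enzyme 15 min at room temperature; data normalized to buffer-only and DMSO wells plus NSC13755 control.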
BAZ2B block = blocks human BAZ2B | Q9UIF8 | AlphaScreen BAZ2B-H3K14Ac peptide displacement | Potency, µM (series often up to 114 µM), for inactives: top-dose activity change, negative = inhibition, usual class: inhibitors | actives 4.4% (n = 360,000) | AID 504333; also: % is scaled to controls: 0 for no effect and ±100 for the full control effect; nearly all actives have a fitted effect of over 60% in size
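In this displacement format the biotinylated H3(5-23) peptide acetylated at Lys14 serves as ligand at 50 nM, with BAZ2B at 50 nM in PBS pH 7.4 containing 0.01% Tween-20. Donor and acceptor beads are 10 ug/mL final.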
Pol kappa inh = blocks human DNA polymerase kappa activity; purified Pol kappa, fluorescent DNA synthesis assay, 10 min; Potency, µM (titrated, usually from 107 µM), for inactives: top-dose activity, negative = inhibition, actives largely listed as inhibitors; Q9UBT6; AID 588579; actives 0.53% (n = 400,000); also: % is scaled to controls: 0 for no effect and ±100 for the full control effect
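Readout: fluorescence, taken kinetically at 0 and 10 min. Conditions: 10 nM Pol kappa, 15 min RT compound preincubation, 50 nM substrate final. Controls: enzyme-free buffer wells.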
POLB inh = inhibitors of human DNA polymerase beta. Pol beta primer extension/strand displacement, fluorescence kinetic. actives 1.3% (n = 340,000). AID 485314. P06746. Potency, µM (top dose mostly 114 µM), for the others: top-dose activity change, negative = inhibition, hits mostly inhibitors; also: % is scaled to controls: 0 for no effect and ±100 for the full control effect
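Values derive from four-parameter Hill fits of normalized kinetic data: reads at 0 and 10 min following addition of 50 nM substrate to 10 nM Pol beta preincubated 15 min with compound.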
Pol iota inh = blocks human DNA polymerase iota activity. Q9UNA4. actives 1% (n = 390,000). AID 588590. Pol iota fluorescent replication assay, 10 min. Potency, µM (doses to about 115 µM), inactives show at the top dose activity, negative = inhibition, hits mostly inhibitors
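Fluorescent replication assay read twice, at 0 min and 10 min after adding 50 nM (final) substrate. Enzyme (10 nM) and compounds were first incubated 15 min at room temperature; enzyme-free buffer wells were negative controls.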
BLM helicase inh = blocks DNA unwinding by human BLM helicase; P54132; recombinant BLM DNA unwinding, fluorescence dequenching; Potency, µM (highest dose often 56.1 µM), for inactives: at the highest dose activity change, negative = inhibition, most hits filed as inhibitors; actives 0.2% (n = 350,000); AID 2528;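 also: plate controls were vehicle for no effect and no enzyme for full effect; nearly all actives have a fitted effect of over 35% in size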
Target sequence (P54132 whole entry, looked up): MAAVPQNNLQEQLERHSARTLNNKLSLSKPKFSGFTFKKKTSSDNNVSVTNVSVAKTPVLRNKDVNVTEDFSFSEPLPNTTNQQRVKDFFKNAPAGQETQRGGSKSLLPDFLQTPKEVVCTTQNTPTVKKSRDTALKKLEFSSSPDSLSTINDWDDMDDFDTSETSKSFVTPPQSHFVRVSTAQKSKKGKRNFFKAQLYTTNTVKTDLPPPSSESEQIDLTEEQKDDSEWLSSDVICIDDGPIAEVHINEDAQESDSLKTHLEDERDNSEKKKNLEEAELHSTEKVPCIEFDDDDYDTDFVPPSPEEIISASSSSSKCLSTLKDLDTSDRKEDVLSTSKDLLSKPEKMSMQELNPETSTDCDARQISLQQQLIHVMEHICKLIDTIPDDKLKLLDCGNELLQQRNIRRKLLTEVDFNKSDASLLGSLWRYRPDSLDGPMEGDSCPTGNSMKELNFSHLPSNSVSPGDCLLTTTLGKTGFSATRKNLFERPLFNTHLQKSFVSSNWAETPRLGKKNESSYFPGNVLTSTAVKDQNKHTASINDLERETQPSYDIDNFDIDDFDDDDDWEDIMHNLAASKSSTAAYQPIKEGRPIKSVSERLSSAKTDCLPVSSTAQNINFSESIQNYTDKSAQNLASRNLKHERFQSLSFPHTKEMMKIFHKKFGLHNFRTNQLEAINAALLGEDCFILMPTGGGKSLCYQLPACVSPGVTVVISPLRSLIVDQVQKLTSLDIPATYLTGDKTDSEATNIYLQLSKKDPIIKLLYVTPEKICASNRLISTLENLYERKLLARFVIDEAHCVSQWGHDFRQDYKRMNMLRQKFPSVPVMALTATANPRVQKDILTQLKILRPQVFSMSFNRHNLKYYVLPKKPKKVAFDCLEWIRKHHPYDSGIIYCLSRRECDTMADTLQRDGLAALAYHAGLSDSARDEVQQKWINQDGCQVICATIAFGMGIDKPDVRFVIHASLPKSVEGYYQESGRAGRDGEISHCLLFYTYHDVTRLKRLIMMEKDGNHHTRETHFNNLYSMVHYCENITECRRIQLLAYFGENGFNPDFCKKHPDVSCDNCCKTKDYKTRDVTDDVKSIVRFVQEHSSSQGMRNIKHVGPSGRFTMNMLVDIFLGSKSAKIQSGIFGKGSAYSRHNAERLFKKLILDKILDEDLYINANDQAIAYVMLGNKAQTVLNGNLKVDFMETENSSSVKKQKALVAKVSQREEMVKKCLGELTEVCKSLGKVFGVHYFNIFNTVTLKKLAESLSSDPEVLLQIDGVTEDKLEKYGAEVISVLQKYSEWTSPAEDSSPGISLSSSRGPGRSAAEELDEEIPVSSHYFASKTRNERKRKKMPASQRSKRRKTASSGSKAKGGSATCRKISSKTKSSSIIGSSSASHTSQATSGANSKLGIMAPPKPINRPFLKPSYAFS
JMJD2A Tudor = JMJD2A Tudor domain (human) inhibition | actives 4.4% (n = 390,000) | AlphaScreen JMJD2A-Tudor / H3K4me3 peptide binding | Potency, µM (top dose mostly 114 µM), for the others: top-dose activity change, negative = inhibition, hits mostly inhibitors | O75164; also: % is scaled to controls: 0 for no effect and ±100 for the full control effect; nearly all actives have a fitted effect of over 50% in size
* = called active by the depositor; ? = inconclusive; nt = no result given; & = joins results of further samples; ! = repeats disagree; [ ] = dose if it differs, or a comment. Calls follow the shape of the dose curve; as a rule, active = well fitted curve in the direction sought with a large enough effect; inconclusive = small, poorly fitted or top-dose-only effect, or another doubt; inactive = no such curve, though single readings can be large; an effect the other way counts as inactive or inconclusive. Potency is read from the fitted curve at half-maximal effect. An excerpt, so the mix of outcomes need not match the whole.

mol	POLH inh	G9a inh	APE1 inh	BAZ2B block	Pol kappa inh	POLB inh	Pol iota inh	BLM helicase inh	JMJD2A Tudor
O=c1oc(-c2cccs2)nc2ccc(Cl)cc12	-10%	-5%	-1%	-8%	-8%	2%	5%	-2%	-9%
Cc1nc(NC(=O)C2CCCCC2)sc1C	6%	8%[59 µM]	7%	1%	-4%	14%	13%	-11%	-8%
CC(=O)CCc1ccc(OCCCCn2cncn2)cc1	11%	?	-2%	-8%	-7%	5%	14%	-1%	-7%
Cn1c(=O)[nH]c(=O)c2c1nc(SCC(O)CO)n2CCCc1ccccc1 (stereo not given)	-4%	-4%	54%	-28%	10%	12%	51%[activator]	-4%	-4%
Cc1cccc(C)c1NC(=O)CN(C)CC(=O)N1CC(=O)Nc2ccccc21	-27%	nt	45%[activator]	nt	-9%	nt	89%[activator]	nt	1%
COc1ccc(CNC(=O)C2CCN(C(=O)c3cnn(-c4ccccc4)c3-n3cccc3)CC2)cc1	-8%	19%[59 µM]	nt	12%	-19%	2%	4%	-3%	-16%
CCCNC(=O)CC(NS(=O)(=O)c1ccc(NC(C)=O)cc1)C(C)C (stereo not given)	-7%	-23%	-1%	0%	2%	-23%	156%[activator]	0%	3%
COc1ccc(C(=O)C[n+]2cc(Br)cc3ccccc32)cc1[N+](=O)[O-]	-5%	35µM*	-5%	-27%	-15%	3%	?	-4%	79µM*
COc1ccc(/C(O)=C2/C(=O)C(=O)N(CCCN3CCOCC3)C2c2ccc(N(C)C)cc2)cc1 (stereo not given)	-13%	16%[0.501 µM]	3%	1%	-14%	6%	23%	-3%	-16%
O=C(CCNC(=O)c1ccc([N+](=O)[O-])cc1)Nc1ccccc1N1CCOCC1	-11%	3%	-8%	-3%	14%	2%	-3%	-5%	-14%
COc1ccc(CCNC(=O)C23CCC(C)(C(=O)C2=O)C3(C)C)cc1OC (stereo not given)	0%	22%[12.7 µM]	-1%	-21%	-9%	-25%	20%	-1%	-1%
COc1ccc(C(=O)N2c3nc(-c4ccco4)nn3C3(CCCCC3)[C@@H]3CCCC[C@@H]32)cc1OC	-11%	-35%[59 µM]	nt	?	-4%	-25%	-3%	-5%	-29%
COc1cc(/C=N\NC(=O)c2cccnc2)ccc1OC(=O)c1ccccc1Cl	-21%	51%[activator]	10%	-25%	-5%	3%	13%	-2%	0%
Cc1ccc(NC(c2ccccc2)c2nc3ccccc3[nH]c2=O)cc1 (stereo not given)	-14%	-8%	-3%	-7%	-2%	?	-18%	-6%	3%
CCOc1ccc2nc(N3CCN(C(=O)c4ccco4)CC3)sc2c1	-11%	-6%[59 µM]	nt	-12%	-3%[60.1 µM]	9%	?	0%	-7%
COc1ccc(C2SCC(=O)N2Cc2ccccc2)cc1 (stereo not given)	-24%	20%	4%	6%	-1%	5%	17%	-4%	12%
CCCN(Cc1cccs1)C(=O)Nc1ccccc1C	-11%	-25%[59 µM]	nt	4%	4%	7%	13%	-7%	40%[activator]
Cc1c(-c2ccccc2)c(-c2ccc(OCCN(C)C)cc2)n2ccccc12	-17%	nt	nt	nt	-2%	nt	0%	nt	?
Cc1cc(=O)[nH]c(N/N=C/C(C)c2ccccc2)n1 (stereo not given)	-17%	16µM*	3%	-27%	7%	10%	19%	1%	1.1µM*
CCOc1ccc(OCCn2ccnc2)cc1	-2%	10µM*	8%	50µM*	-11%	11%	19%	3%	5µM*
O=C(COc1ccccc1Cl)Nc1ccc(N2CCN(C(=O)c3ccccc3)CC2)cc1	-11%	nt	-4%	?	-11%	1%	23%	-5%	?
N#Cc1c(-c2ccccc2)cc(-c2ccccc2)nc1SCCC(=O)O	0%	nt	-3%	3%	-2%	-16%	76%[activator]	-2%	-22%
C#C[C@]1(O)CCC2C3CCC4=Cc5oncc5CC4(C)C3CCC21C (stereo not given in full)	-23%	nt	nt	nt	-6%	nt	24%	nt	-6%
Cc1cc(S(=O)(=O)NC2CCCCC2)ccc1-n1cnnn1	-17%	nt	-10%	-12%	0%	6%	93%[activator]	1%	8%
CCCCCOC(=O)C1C2C=CC3(CN(c4ccccc4C)C(=O)C13)O2 (stereo not given)	-7%	16%[59 µM]	-2%	-5%	11%	0%	14%	-5%	-6%
COc1ccccc1CCC(=O)OCC(=O)N1c2ccccc2NC(=O)C1(C)C	-10%	15%[12.7 µM]	-16%	?	-8%	nt	79µM*	nt	?
NS(=O)(=O)c1ccc(CCNC(=O)C(=O)c2cn(CC(=O)N3CCCC3)c3ccccc23)cc1	-14%	nt	4%	-2%	-7%	49%	27%	-2%	-2%
c1ccc(-c2cc3ncccc3cn2)cc1	-5%	-1%[0.501 µM]	29%	5%	-3%	nt	-5%	nt	-3%
Cc1oc2c(c(C)cc3oc(=O)c(CC(=O)NCCCO)c(C)c32)c1C	-2%	11%	0%	-16%	-6%	44%	-20%	-4%	-16%
Cc1cc(C(=O)Nc2c(C)nn(Cc3ccc(F)cc3)c2C)on1	-14%	?	-3%	-20%	-8%	2%	7%	-1%	-4%
Cc1cc(C)cc(OCC(O)CN2CCC(CN3C(=O)c4cccc5cccc(c45)C3=O)CC2)c1 (stereo not given)	?	8%[0.501 µM]	0%	30%	-12%	3%	17%	-3%	-23%[11.4 µM]
Cc1cccc(NC(=O)c2cc3c([nH]c4ccccc43)c(C)n2)c1C	-14%	?	-2%	11%	6%	2%	11%	-16%	-14%
Cc1cc(C)cc(NC(=O)CSc2nccn2C2CCCC2)c1	-23%	?	nt	?	-9%[60.1 µM]	1%	25%	-1%	-29%
COc1cccc(NC(=S)N2CCN(S(C)(=O)=O)CC2)c1	-7%	?	0%	-16%	-15%	-1%	71%[activator]	2%	-19%
COc1ccc(OCc2n(CC(=O)OC3CC(C)CCC3C(C)C)c3ccccc3[n+]2C)cc1 (stereo not given)	-20%	?	0%	-26%	12%	-14%	-7%	24%	?
O=S1(=O)N=C(Oc2ccccc2)c2ccccc21	2%	-2%[59 µM]	14%	6%	-11%	15%	272%[activator]	-3%	89µM*
COc1nccc(C(F)(F)F)c1C(=O)Nc1ccc(Cl)cc1	-18%	-3%	-6%	1%	-8%	0%	40%[activator]	-2%	-3%
N=c1c(C(=O)NC2CCCCC2)cc2c(=O)n3ccccc3nc2n1Cc1ccco1	-3%	-7%	29%	-17%	4%	-3%	7%	-4%	-12%
O=C(Nc1cccc(S(=O)(=O)Nc2ccccc2F)c1)c1ccco1	-15%	nt	3%	nt	-15%	nt	53%[activator]	nt	-25%
CCS(=O)(=O)N1CCN=C1SCc1ccccc1	3%	83%[activator]	29%	2%	8%	12%	28%	0%	3%
COc1cccc(-c2c(C(=O)N/N=C/c3ccco3)nnn2-c2nonc2N)c1	-14%	-5%	47%	-5%	-2%	7%	92%[activator]	-2%	-24%
CCOc1ccccc1NC(=O)CCn1ccnc1	-14%	3%	15%	8%	8%	7%	27%	-4%	-7%
Cc1ccc(OCCNc2ccc(C(F)(F)F)cc2[N+](=O)[O-])cc1	-14%	-2%[59 µM]	-1%	-10%	-1%	10%	-5%	1%	-13%
S=C(NCc1ccccn1)Nc1ccc(Br)cc1Cl	-17%	?	-17%	?	-13%	0%	95%[activator]	-5%	-7%[57.1 µM]
CC(=O)Nc1nc(-c2ccc3c(c2)OCO3)cs1	24%	-11%	?	1%	7%	7%	-7%	-3%	-6%[11.4 µM]
CC(=O)NCCC1CCN(c2nc3nonc3nc2N(C)Cc2ccccc2)CC1	-8%	7%	1%	-1%	-19%	-1%	-20%	-1%	-7%
O=C(COc1coc(CN2CCN(c3ccc(F)cc3)CC2)cc1=O)NC1CCCC1	-19%	-36%	5%	-8%	0%	nt	11%	nt	-5%
O=C(CCC1CCCCC1)Nc1cccc(C(=O)Nc2ccc(C(=O)O)cc2)c1	-3%	nt	nt	nt	-3%	nt	-8%	nt	-6%
CC(C)(C)c1ccc(C(=O)NC(Cc2c[nH]c3ccccc23)C(=O)OCC(=O)c2ccc(Cl)cc2)cc1 (stereo not given)	-17%	-29%[59 µM]	nt	-3%	-2%[60.1 µM]	-12%	20%	-7%	-20%
Cc1ccccc1OCC(=O)NC(C)c1ccccc1 (stereo not given)	?	17%	-3%	2%	-3%	11%	12%	-4%	8%

Three compounds from above, reduced to POLH inh and Pol iota inh:
canonical_smiles | POLH inh | Pol iota inh
COc1nccc(C(F)(F)F)c1C(=O)Nc1ccc(Cl)cc1 | -18% | 40%[activator]
Cc1cc(C)cc(NC(=O)CSc2nccn2C2CCCC2)c1 | -23% | 25%
NS(=O)(=O)c1ccc(CCNC(=O)C(=O)c2cn(CC(=O)N3CCCC3)c3ccccc23)cc1 | -14% | 27%

Other results:
mol	POLH inh	G9a inh	APE1 inh	BAZ2B block	Pol kappa inh	POLB inh	Pol iota inh	BLM helicase inh	JMJD2A Tudor
COc1ccc(NC(=O)CSc2n[nH]c(-c3ccncc3)n2)cc1Cl	-5%	nt	-1%	nt	-7%	nt	8%	nt	-6%
COc1ccc(S(=O)(=O)Nc2c3ccccc3nc(=O)n2-c2ccccc2)cc1	6%	1%[59 µM]	18%	11%	-14%	12%	2%	-8%	-6%
COc1cccc(OCC(O)CN2CCN(C)CC2)c1 (stereo not given)	-5%	25µM*	23%	50µM*	2%	-9%	57%[activator]	-1%	1µM*
CSc1cccc(NC(=O)C(C)Sc2ccc(C)cc2)c1 (stereo not given)	-9%	25%[59 µM]	-3%	10%	-7%	15%	19%	-7%	38%[activator]
CCOc1nc(-c2ccc(Cl)cc2)nc2ccccc12	-3%	7%[59 µM]	3%	0%	-5%	14%	8%	-6%	2%
COc1ccc(C2CC(=O)Oc3ccc(C(C)(C)C)cc32)cc1 (stereo not given)	-18%	45µM*!	2%&-2%	?	?	23%	18%	-10%	18%
C/C(=N\Nc1ccc2nncn2n1)c1ccc(Cl)s1	-20%	nt	-2%	2%	-2%	-17%	-6%	-10%	-10%

Bioassay records as filed in PubChem.
